Screening results deposited in PubChem by NCI.
All columns: NCI-60 one-dose screen, growth in % after 48 h at 10 µM unless noted; 100 = growth as untreated, 0 = no growth, -100 = all killed.
786-0 – 786-0 renal cancer cells; AID 1794775; 5.1% of 81,000 active
HT29 – HT29 colon cancer. 7.4% of 81,000 active
TK-10 – TK-10 renal cancer cells; 3.9% of 81,000 active
SN12C – SN12C renal cancer cells | 3.8% of 81,000 active
HCT-116 – HCT-116 colon cancer. 7.3% of 82,000 active
HCC-2998 – HCC-2998 colon cancer. AID 1794799. 4.7% of 79,000 active
UO-31 – UO-31 renal cancer. 5.2% of 81,000 active. AID 1794768
SW-620 – SW-620 colon cancer; 5.2% of 82,000 active
HCT-15 – HCT-15 colon cancer. 5.2% of 82,000 active. AID 1794746
* hit, by the source's call; x = no result given; & = joins results of further samples; [ ] = another dose, or the depositor's remark. The calls were made as follows: active = growth percent below 10; inactive = the rest. Compounds were not picked by outcome; about 12% have a hit in one of these screens.

SMILES	786-0	HT29	TK-10	SN12C	HCT-116	HCC-2998	UO-31	SW-620	HCT-15
OCc1ccc(O)c(CO)n1	97	111	112	106	100	108	96	x	102
Fc1ccc(NCc2nnc(-c3ccc(Cl)cc3)o2)cc1Cl	108	77	105	106	94	110	106	109	109
COc1ccc(Nc2nc(Nc3cc(C)[nH]n3)c3cc(OC)c(OC)cc3n2)cc1	-83*[20 µM]	-61*[20 µM]	-87*[20 µM]	-90*[20 µM]	-54*[20 µM]	-73*[20 µM]	-100*[20 µM]	-74*[20 µM]	-83*[20 µM]
O=c1[nH]nc(-c2ccccc2)c2c(-c3ccccc3)n[nH]c12	90	85	94	91	92	89	80	93	97
Cc1c(Cc2ccccc2)c(=O)oc2c(C)c(OCC(=O)NN3C(=O)c4ccccc4C3=O)ccc12	107	101	129	102	95	109	74	99	109
O=C(Cn1c(=O)ccn(CCCCCCCCOc2ccc(Br)cc2)c1=O)Nc1ccc(Oc2ccc(Cl)cc2)cc1	66	66	70	67	46	76	33	73	80
Cc1cc(C(=O)O)ccc1[N+](=O)[O-]	106	117	101	117	113	104	130	111	98
O=C(Nc1cccnc1)c1ccc(CSc2ccc(Cl)cc2)o1	84	98	105	90	87	106	50	104	101
COc1ccc(CCNC(=O)C(=O)[C@H](Cc2ccccc2)NC(=O)c2oc3cc(O)ccc3c(=O)c2C)cc1	105	113	100	100	88	96	85	97	92
C=CC(=O)N[C@H](Cc1ccc(-c2cc(Cl)cc(Cl)c2)cc1)[C@H](O)[C@@H](O)C(=O)O	92	81	82	98	76	109	87	98	96
Cc1cc(=O)oc2cc(OCc3nn4c(Nc5nc6ccccc6s5)c(-c5ccccc5)nc4s3)ccc12	103	102	128	91	85	98	84	85	91
Cc1nn(-c2ccc(Cl)cc2)c2c1C(c1ccc(O)cc1)C(C#N)=C(N)O2 (stereo not given)	104	109	138	101	105	104	78	98	101
C=C(CCC(=O)O)C(=O)O	101	98	90	102	88	112	94	100	106
C/C(=N\NC(=O)c1ccc(S(N)(=O)=O)cc1)c1cc2ccccc2o1	104	103	109	102	103	103	94	101	104
CC(C)=CC/C=C(/C)[C@H]1CC[C@]2(C)[C@@H]1CC[C@@H]1[C@@]3(C)C/C(=C/c4ccccc4)C(=O)C(C)(C)[C@@H]3CC[C@]12C	99	104	101	87	91	108	89	100	97
CC(=O)c1cc(C(=O)c2ccc3c(c2)Sc2ccccc2N3)c2c(C)cccn12	4.5*	12	57	35	6.1*	23	34	29	16
COc1cc2c(cc1OC)/C(=C\c1sc(Nc3ccc(O)cc3)nc1O)C(C(=O)O)=N2	29	10	77	35	21	37	40	27	24
CCOC(=O)N1CCN(CCCCl)CC1	98	107	92	99	94	101	89	107	105
CC1(C)C(C#N)C(=O)N=C(N)C1C(N)=O (stereo not given)	96	102	106	102	90	106	88	107	101
CCCCCc1ccc(S(=O)(=O)Nc2cccc(-c3csc(NC(=O)CNCCN(C)C)n3)c2)cc1	62	54	112	91	55	16	75	87	26

Overlap with the part before: five compounds, then new ones.
SMILES	786-0	HT29	TK-10	SN12C	HCT-116	HCC-2998	UO-31	SW-620	HCT-15
CC(=O)c1cc(C(=O)c2ccc3c(c2)Sc2ccccc2N3)c2c(C)cccn12	4.5*	12	57	35	6.1*	23	34	29	16
COc1cc2c(cc1OC)/C(=C\c1sc(Nc3ccc(O)cc3)nc1O)C(C(=O)O)=N2	29	10	77	35	21	37	40	27	24
CCOC(=O)N1CCN(CCCCl)CC1	98	107	92	99	94	101	89	107	105
CC1(C)C(C#N)C(=O)N=C(N)C1C(N)=O (stereo not given)	96	102	106	102	90	106	88	107	101
CCCCCc1ccc(S(=O)(=O)Nc2cccc(-c3csc(NC(=O)CNCCN(C)C)n3)c2)cc1	62	54	112	91	55	16	75	87	26
NC(=O)CCNC(=O)c1ccccc1S	101	103	107	110	98	106	94	114	100
Cc1ccc(/C=C2\SC(=S)N(CC(=O)NCCN3CCOCC3)C2=O)cc1	107	114	105	101	103	105	88	102	103
OCCNc1nc(Nc2ccc(Cl)cc2)nc(Nc2ccc(C3=NN(c4cc(Cl)cc(Cl)c4)C(c4ccc(C(F)(F)F)cc4)C3)cc2)n1 (stereo not given)	98	106	106	97	101	116	74	108	106
C[C@H]1O[C@@H](c2ccc3c(c2O)C(=O)C2=C(C3=O)[C@@]3(O)C(=O)C[C@](C)(O)C[C@@]3(O)C=C2)C[C@@H](O)[C@@H]1O	98	106	99	95	97	113	84	101	100
CC(C)=CC[C@@H]1CC2(CC=C(C)C)C(=O)C(OC3(C(=O)c4ccccc4)C(=O)C4(CC=C(C)C)C[C@@H](CC=C(C)C)C(C)(C)C(CC=C(C)C)(C4=O)C3=O)(C(=O)c3ccccc3)C(=O)C(CC=C(C)C)(C2=O)C1(C)C (stereo not given in full)	12	-16*	3.1*	-18*	-33*	11	-7.3*	9.6*	5.2*
CNc1cc(=O)[nH]c(=O)[nH]1	98	106	110	109	101	107	83	105	106
CC(C)[C@H](NC(=O)OCc1ccccc1)C(=O)C1CO1 (stereo not given in full)	103	116	109	99	90	102	93	105	95
N#C/C(=C\c1ccccc1)C(=O)Nc1ncc(Cc2ccccc2)s1	99	99	104	91	93	97	73	102	86
Cc1cccc2c3c(sc12)C(c1ccc(F)cc1)C(C#N)=C(/N=C/c1ccc(Cl)cc1)O3 (stereo not given)	26	-29*	106	26	2.3*	5.4*	35	20	3.9*
CC1C=CC(C(N)C(=O)O)O1 (stereo not given)	100	108	110	108	102	108	88	99	96
Cc1ccc(Nc2ccc(O)c3c2C(=O)c2c(O)ccc(Nc4ccc(C)cc4)c2C3=O)cc1	102	106	x	106	93	113	83	103	95
CO[C@H]1NC(=O)N(S(=O)(=O)c2ccc3ccccc3c2)[C@@H]1OC	108	x	105	106	104	94	86	104	106
O=C(/C=C/c1ccc(Cl)s1)c1ccc(Cl)s1	95&80	94&75	89&95	91&93	86&68	102&99	83	95&100	91&88
O=C1NC(=O)C(c2ccccc2)(c2ccccc2)N1S(=O)(=O)c1ccccc1	107	121	114	97	97	118	95	100	93
c1ccc(-c2c3c(cn2CCN2CCCCC2)-c2oncc2CC3)cc1	95	103	117	99	98	111	78	106	106
O=C(C[n+]1ccccc1)c1cccs1	92	88	91	100	93	96	100	107	108
Cc1ccc[n+](CC(O)c2ccccc2)c1 (stereo not given)	95	86	82	98	77	103	87	102	105
CCC(C#N)(CC)c1ccccc1	x	110	108	98	105	x	x	104	91
CCCS(=O)(=O)Nc1ccc(C(=O)/C=C2/C(=O)Nc3ccccc32)cc1	102	81	164	90	80	107	59	64	74
CC(C)(C)CC(C)(C)c1ccc(O)cc1O	91	103	115	99	98	111	83	105	97
COc1ccc(C(=O)CSc2nc(Nc3cccc(S(N)(=O)=O)c3)c(C#N)c(-c3cc(OC)ccc3OC)n2)cc1	93	108	112	110	97	108	71	99	89
O=C(NCCNc1nccc(-c2c(-c3cccc(O)c3)nc3sccn23)n1)Nc1cc(C(F)(F)F)cc(C(F)(F)F)c1	82	63	x	83	66	65	73	73	79
O=C1c2ccccc2-c2c1c1c(=O)[nH]c3ccccc3c1n2Cc1ccccc1	40	76	76	70	41	55	78	80	85
CCCCOc1nc2ccc(Cl)cc2cc1/C=C/C(=O)/C=C(/C=C/c1cc2cc(Cl)ccc2nc1OCCCC)OB(F)F	99	99	104	101	94	125	103	104	109
C[C@]12CC[C@H]3[C@@H](CCC4=CC(=O)CC[C@@]43C)[C@@H]1CC[C@@H]2CN=[N+]=[N-]	85	61	90	75	55	83	78	88	85
NS(=O)(=O)c1ccc(NC(=O)C(=O)C(O)C(O)C(O)CO)cc1 (stereo not given)	107	101	92	101	104	104	94	100	104
c1ccc(CNCc2ccccc2)cc1	96	98	91	93	91	102	98	99	101
O=C1Nc2ccccc2/C1=C\C(=O)c1ccc(NS(=O)(=O)c2ccccc2)cc1	102	111	168	96	90	108	76	96	89
CCCCCN(CCCCC)CCCNc1c2c(nc3ccc(OC)cc13)CCCC2	89&70	31&41	87&90	101&94	44&43	89&85	71&68	75&69	67&81
Cc1cc(Cl)ccc1Nc1nc(C(F)(F)F)ccc1C(=O)NCC(=O)N/N=C/c1c(Cl)cccc1Cl	95	x	77	78	58	93	66	80	61
COc1ccc2nc(N/N=C(\C)c3ccccn3)cc(C)c2c1	-90*	-45*	18	12	-69*	-68*	-31*	-68*	-48*
CCCCCNC(=O)c1cccc(NC(=O)CCl)c1	98	105	113	79	74	107	88	80	73
O=C(CSc1nnc(-c2ccc(NC(=O)c3cccnc3)cc2)o1)Nc1ccccc1Cl	100	103	114	50	49	117	116	74	101
CCCCSc1nc(N/N=C/c2cccc(Br)n2)c(C#N)c(-c2ccc(OC)cc2)n1	84	103	126	88	71	100	78	89	67
CCOC(=O)C(C#N)(C(C)CC)C(C)CC (stereo not given)	107	112	113	100	122	116	100	112	103
O=C1CSC(c2cn(-c3ccccc3)nc2-c2ccc([N+](=O)[O-])cc2)N1c1ccccc1 (stereo not given)	100	105	115	109	101	107	73	101	97
Cc1nnc2n(-c3ccccc3)c(=O)c3cnn(-c4ccccc4)c3n12	87	88	97	99	75	102	82	109	103
C=CCCCCCCCCC1(C)NC(=O)NC1=O (stereo not given)	104	104	108	84	110	104	81	112	98
Cc1ccc(S(=O)(=O)NCCCCc2ccccc2)cc1	102	93	92	97	108	100	91	99	108
Cc1nn(-c2ccccc2)c2nc(Cl)c(C=O)c(-c3ccccc3)c12	95	57	113	98	4.6*	77	48	72	95

Pulled by structure from above (6):
SMILES	786-0	HT29	TK-10	SN12C	HCT-116	HCC-2998	UO-31	SW-620	HCT-15
CC(C)=CC/C=C(/C)[C@H]1CC[C@]2(C)[C@@H]1CC[C@@H]1[C@@]3(C)C/C(=C/c4ccccc4)C(=O)C(C)(C)[C@@H]3CC[C@]12C	99	104	101	87	91	108	89	100	97
CC1(C)C(C#N)C(=O)N=C(N)C1C(N)=O (stereo not given)	96	102	106	102	90	106	88	107	101
O=C1Nc2ccccc2/C1=C\C(=O)c1ccc(NS(=O)(=O)c2ccccc2)cc1	102	111	168	96	90	108	76	96	89
O=C(Nc1cccnc1)c1ccc(CSc2ccc(Cl)cc2)o1	84	98	105	90	87	106	50	104	101
Fc1ccc(NCc2nnc(-c3ccc(Cl)cc3)o2)cc1Cl	108	77	105	106	94	110	106	109	109
C[C@H]1O[C@@H](c2ccc3c(c2O)C(=O)C2=C(C3=O)[C@@]3(O)C(=O)C[C@](C)(O)C[C@@]3(O)C=C2)C[C@@H](O)[C@@H]1O	98	106	99	95	97	113	84	101	100

The list continues.
SMILES	786-0	HT29	TK-10	SN12C	HCT-116	HCC-2998	UO-31	SW-620	HCT-15
Cc1nc2c([nH]1)c(=O)n(C)c(=O)n2C	98	89	93	96	96	100	99	114	103
O=[N+]([O-])c1ccccc1NS(=O)(=O)c1ccccc1	125	103	112	95	120	100	72	105	103
Cc1c(C(=O)/C=C/c2ccc(N(C)C)cc2)nnn1-c1ccc(Br)cc1	102	97	115	95	85	100	71	101	92
CC(=O)/C=C/c1ccc(OCc2ccc(Cl)cc2)cc1	88	94	78	102	91	101	91	104	97
C=C1C(=O)O[C@H]2[C@H]1CC/C(C(=O)NCCCCCNC(=O)/C1=C/CC[C@@]3(C)O[C@H]3[C@H]3OC(=O)C(=C)[C@@H]3CC1)=C\CC[C@@]1(C)O[C@@H]21	101	102	97	109	87	105	93	101	96
COc1cc(NCCN=C(N)NC(N)=NC(C)C)c2ncccc2c1	105	61	110	75	28	83	82	88	100
